# Screens from PubChem BioAssay.
# NPSR antag: blocks cAMP signaling of the human neuropeptide S receptor | Q6W5P4 | CHO-NPSR cells, cAMP TR-FRET, antagonist mode | Potency, µM (top dose mostly 38.3 µM), for inactives: top-dose activity change, negative = inhibition, most hits filed as inhibitors | 1% of 220,000 active | AID 1461; also: potency is read from the fitted curve at half-maximal effect; % is scaled to controls: 0 for no effect and ±100 for the full control effect; nearly all actives have a fitted effect of over 50% in size; many of its hits are not listed in these tables
# IMPase Li cell: membrane-permeable IMPase blocker, potentiated with lithium. Potency, µM (doses to about 59.4 µM), inactives show at the top dose activity, negative = IMPase inhibition, hits mostly inhibitors. AID 1457. 0.35% of 210,000 active. CHO-M1 cells, IP1 TR-FRET (IP-One), carbachol + lithium;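 also: IP1 builds up when IMPase is blocked and the TR-FRET signal falls; potency is read from the fitted curve at half-maximal effect; plate controls were basal vehicle for no effect and high inhibitor control for full effect; nearly all actives have a fitted effect of over 50% in size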
#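 Readout is a homogeneous TR-FRET IP1 immunoassay (Ex 320, Em 665 and 620), where raised cytosolic IP1 lowers signal. Cells were CHO-M1 treated 30 min at 37C with test compounds plus a little lithium; AC50 values came from Hill-equation fitting.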
# Epigenetic reg: regulators of epigenetic silencing causing reporter derepression in mouse cells | murine LDR cells, GFP reporter derepression, 30 h | AID 1865 | Potency, µM (top dose mostly 53.9 µM), for inactives: at the highest dose GFP activation, most hits filed as activators | 0.2% of 280,000 active; also: potency is read from the fitted curve at half-maximal effect; % of control where 0% means no effect; nearly all actives have a fitted effect of over 60% in size
#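 Reporter derepression read as number of fluorescent GFP-positive objects, 20-120 um in size, counted by laser-scanning cytometer. Mouse LDR line with an epigenetically silenced CMV-GFP locus; compound incubation 30 h, 37 C.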
# HttQ103 aggreg: inhibitors of mutant huntingtin aggregate formation in PC12 cells | PC12 HttQ103-GFP aggregates, Acumen cytometry, 40 h | Potency, µM (doses to about 46.1 µM), for the others: at the highest dose activity change, negative = inhibition, hits mostly inhibitors | 1.1% of 220,000 active | AID 1688; also: potency is read from the fitted curve at half-maximal effect; % is scaled to controls: 0 for no effect and ±100 for the full control effect; nearly all actives have a fitted effect of over 60% in size
#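 Aggregate formation scored by laser-scanning cytometer (488 excitation, 500–530 emission) in lysed PC12 cells expressing Q103-GFP after 100 nM tebufenozide induction; library tested in dose series, with ATPLite reagent added in the multiplex.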
# Luc counter: Kinase-Glo luciferase inhibition (counter-screen); Q27757; Kinase-Glo luciferase, ATP luminescence, 8 min; Potency, µM (doses to about 38.3 µM), for inactives: at the top dose activity change, negative = inhibition, most hits filed as inhibitors; 0.28% of 200,000 active; AID 1379; also: potency is read from the fitted curve at half-maximal effect; % is scaled to controls: 0 for no effect and ±100 for the full control effect; nearly all actives have a fitted effect of over 60% in size
#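 Substrate mix (final 50 mM imidazole pH 7.2, 50 mM KCl, 7 mM MgCl2, 10 uM ATP, 0.01% Tween 20, 0.05% BSA) plus pin-tool compound, then Kinase-Glo detection mix; 8 min ambient, luminescence read.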
# CBFb RUNX1 block: CBF-beta/RUNX1 interaction disruption | 230,000 tested, under 10 active | AlphaScreen CBFb-His/RUNX1-biotin binding, biochemical | Potency, µM (doses to about 59.8 µM), inactives show at the top dose activity, negative = inhibition, actives largely listed as inhibitors | AID 1477 | Q01196+Q13951; also: % of control where 0% means no effect
#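 AlphaScreen proximity signal reports loss of binding between His-tagged CBF-beta and biotin-labelled RUNX1, each at 30 nM. Proteins are pre-associated for 20 minutes, compounds added for 15 minutes, then beads for 90 minutes, all at ambient temperature.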
# L3MBTL1 inh: L3MBTL1 (human) inhibition. 0.66% of 230,000 active. Potency, µM (highest dose often 57.1 µM), inactives show at the top dose activity, negative = inhibition, usual class: inhibitors. AID 485360. AlphaScreen L3MBTL1–H3K9me1 peptide binding; also: potency is read from the fitted curve at half-maximal effect; % is scaled to controls: 0 for no effect and ±100 for the full control effect; nearly all actives have a fitted effect of over 60% in size
# Target sequence (Q9Y468 whole entry, looked up): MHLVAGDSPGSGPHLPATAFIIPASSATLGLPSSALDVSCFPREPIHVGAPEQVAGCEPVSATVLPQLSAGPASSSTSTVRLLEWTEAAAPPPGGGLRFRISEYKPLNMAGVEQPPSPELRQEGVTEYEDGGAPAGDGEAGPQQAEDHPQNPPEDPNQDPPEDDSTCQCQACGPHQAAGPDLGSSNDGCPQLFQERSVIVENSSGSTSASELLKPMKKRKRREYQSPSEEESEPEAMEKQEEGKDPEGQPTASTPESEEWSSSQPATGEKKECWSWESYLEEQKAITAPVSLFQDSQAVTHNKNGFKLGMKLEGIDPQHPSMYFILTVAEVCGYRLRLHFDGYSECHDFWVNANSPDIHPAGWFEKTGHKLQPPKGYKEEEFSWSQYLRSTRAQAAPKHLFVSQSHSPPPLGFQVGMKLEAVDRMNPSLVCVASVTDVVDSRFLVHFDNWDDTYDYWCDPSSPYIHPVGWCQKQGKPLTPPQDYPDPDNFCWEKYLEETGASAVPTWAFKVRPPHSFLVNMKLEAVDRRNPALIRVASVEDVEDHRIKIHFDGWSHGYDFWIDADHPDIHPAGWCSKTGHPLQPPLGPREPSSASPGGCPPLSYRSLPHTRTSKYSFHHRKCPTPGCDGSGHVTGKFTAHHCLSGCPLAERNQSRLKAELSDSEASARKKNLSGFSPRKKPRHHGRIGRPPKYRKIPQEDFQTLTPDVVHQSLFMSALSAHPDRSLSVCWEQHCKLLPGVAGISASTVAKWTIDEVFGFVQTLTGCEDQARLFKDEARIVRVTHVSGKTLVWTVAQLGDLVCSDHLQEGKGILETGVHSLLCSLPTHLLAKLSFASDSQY
#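 L3MBTL1 50 nM + b-AHA-H3(1-15)K9me1 75 nM, 30 min RT; compound added, 30 min RT; streptavidin donor/Ni-chelate acceptor beads 10 ug/mL each final, 30 min RT dark; AlphaScreen read.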
# Numbers without * were called inactive; ? = inconclusive; . = no result given; [ ] = remark or other dose. Calls follow the shape of the dose curve; as a rule, active = well fitted curve in the direction sought with a large enough effect; inconclusive = small, poorly fitted or top-dose-only effect, or another doubt; inactive = no such curve, though single readings can be large; an effect the other way counts as inactive or inconclusive.
SMILES,NPSR antag,IMPase Li cell,Epigenetic reg,HttQ103 aggreg,Luc counter,CBFb RUNX1 block,L3MBTL1 inh
C/C=C/C(=O)Nc1nnc(C2CCCCC2)s1,-2%,0%,1.1%,2%[9.22 µM],-2%,-1%,-6%
CC(C)CCSc1nc2ccccc2[nH]1,-9%,8%,-0.2%,-11%,-9%,22%,4%
Cc1ccc(N(CC(O)Cn2nc(C)cc2C)S(=O)(=O)c2ccc3ccccc3c2)cc1 (configuration not stated),-31%,14%,-0.9%,5%,-1%,?,-3%
O=C(Nc1ccc(F)cc1)c1csc(Cc2ccccc2)n1,3%,6%,1.1%,-19%,-2%,14%,83%[activator]
CC(=O)Nc1ccc(S(=O)(=O)N2CCN(c3cccc(C)c3C)CC2)cc1,-16%[46.1 µM],11%[38.3 µM],1.0%,?,-3%,-6%,.
O=C(CSC(=S)N1CCOCC1)Nc1nc(=O)c2ccccc2s1,10%,-6%,-1.3%,-3%,-6%,-1%,2%
Cc1ccc(N2CCN(c3ccc(C)cc3)C2c2ccccn2)cc1,-12%[46.1 µM],27%[38.3 µM],0.0%,-9%,-2%,-9%,-11%
CCCCNc1nc(C)nc2c1nc(-c1ccccc1)n2CCCCN(CC)CC,.,15%,3.6%,.,0%,13%,.
CC(C)N1C(=O)/C(=C/c2nc3ccccc3c(=O)n2-c2ccccc2)c2ccccc21,10µM*,11%,-3.8%,?,1%,-12%,?
Cc1nc2ccccc2c2oc(C(=O)N3CCN(C4CCCCC4)CC3)cc12,9%,20%,-1.0%,-12%,7%,2%,3%
CCOC(=O)C1CCN(C(=O)CN(Cc2ccc(Cl)cc2)S(C)(=O)=O)CC1,-10%[46.1 µM],17%[38.3 µM],-3.2%,-15%,3%,-1%,3%
COc1cc([N+](=O)[O-])ccc1NC(=O)CSc1ccccn1,-57%,1%,0.2%,-21%,4%,-7%,15%
O=C(CNC(=O)c1ccccc1)NCC(=O)OCc1ccc(Cl)cc1,1%[46.1 µM],6%[38.3 µM],-1.1%,-2%,1%,1%,-1%
CC(Sc1nc(-c2ccc(F)cc2)cs1)C(=O)N1c2ccccc2CC1C (configuration not stated),-57%,20%,-1.0%,-15%,4%,19%,17%
N#Cc1cc2c(nc1SCc1cccnc1)CCCC2,-27%[46.1 µM],?,3.5%,-7%,-7%,-5%,-1%
CN1CCN(S(=O)(=O)c2ccc(Cc3ccc(S(=O)(=O)N4CCN(C)CC4)cc3)cc2)CC1,-18%[46.1 µM],7%[38.3 µM],5.2%,-13%,-1%,4%,2%
O=C(CN1C(=O)COc2ccccc21)N1CCc2ccccc2C1,-14%[46.1 µM],7%,-1.2%,2%,-3%,3%,-1%
COc1ccc(NC(=S)NCCSc2ccc(Cl)cc2)c(OC)c1,-22%[46.1 µM],25%,-2.2%,?,7%,-11%,?
COc1ccccc1NC(=O)CSc1ccc2nnc(-c3ccc(C)cc3)n2n1,43%,0%,1.1%,-17%[9.22 µM],.,0%,6%
O=C(c1ccccc1)c1coc2c1C(=O)c1ccccc1C2=O,?,17%,?,?,-2%,?,-16%
O=C(CCCSc1nnc(Nc2ccccc2F)s1)N1CCOCC1,-6%,6%,-1.4%,-8%,-5%,-5%,-28%
CCOC(=O)c1c(C)n(C)c2ccc(OCC(O)Cn3nc(C)c(Br)c3C)cc12 (configuration not stated),-9%,21%,1.0%,?,3%,-2%,-18%
COc1ccc(NC(=O)CSc2nc(C)c3c(c2C#N)CCCC3)cc1,-21%[46.1 µM],-4%[38.3 µM],0.1%,-1%,-9%,5%,2%
CN(C(=O)CC1C(=O)NCCN1Cc1ccoc1)C1CCOCC1 (configuration not stated),-14%,-3%,-1.2%,-5%[9.22 µM],.,13%,2%
Cc1ccc(NC(=O)CN2C(=O)N/C(=C/c3cc(C)n(-c4ccc(C(=O)O)cc4)c3C)C2=O)cc1,-16%,-7%,1.1%,-3%,0%,?,.
O=C(NCc1ccc(Cl)cc1)C1CCCN(S(=O)(=O)c2cnc[nH]2)C1 (configuration not stated),-1%[46.1 µM],2%[38.3 µM],1.0%,21%,-4%,10%,-4%
Cc1ccc(-c2nn3c(C)nnc3s2)cc1NC(=O)c1ccco1,-6%,-1%,-0.1%,0%[9.22 µM],.,5%,-1%
COC(=O)C(C(=O)OC)[C@@H]1O[C@@]23COC=C[C@]2(C)[C@H]3c2ccccc21,.,2%,1.1%,.,0%,-3%,.
CCCCOC(=O)C(C)c1c(C)[nH]c(=S)[nH]c1=O (configuration not stated),?,-14%[38.3 µM],-2.8%,1%,5%,12%,-2%
CCOc1ccc(OCCOc2cccc(C(F)(F)F)c2)cc1,-10%[46.1 µM],3%[38.3 µM],0.9%,-9%,1%,10%,16%
NC(=O)c1cc(Br)cc(C2CCCCC2)c1O,54%,.,-0.4%,-9%[9.22 µM],.,16%,-1%
Nc1nccc(-c2ccc(-n3cccc3)cc2)n1,10%,18%,0.9%,-8%,-5%,21%,0%
O=C(O)CC1SC(N/N=C/c2ccc(Br)cc2)NC1=O (configuration not stated),5%,4%,-1.4%,-18%,-5%,-14%,22%
Cc1nc2ccccc2cc1C(=O)Nc1ccccc1Cl,-4%,-7%,-4.8%,-5%,-1%,-3%,6%
COCCOC(=O)C1=C(N)OC2=C(C(=O)CCC2)C1c1cccnc1 (configuration not stated),-10%[46.1 µM],-2%[38.3 µM],-3.0%,-4%,4%,5%,.
CC(C)Nc1nc2ccccc2c(=O)[nH]1,-21%,-2%,-0.7%,-21%,3%,10%,4%

# Arranged by molar mass (rising): some entries from above.
SMILES,NPSR antag,IMPase Li cell,Epigenetic reg,HttQ103 aggreg,Luc counter,CBFb RUNX1 block,L3MBTL1 inh
Nc1nccc(-c2ccc(-n3cccc3)cc2)n1,10%,18%,0.9%,-8%,-5%,21%,0%
N#Cc1cc2c(nc1SCc1cccnc1)CCCC2,-27%[46.1 µM],?,3.5%,-7%,-7%,-5%,-1%
O=C(Nc1ccc(F)cc1)c1csc(Cc2ccccc2)n1,3%,6%,1.1%,-19%,-2%,14%,83%[activator]
O=C(CN1C(=O)COc2ccccc21)N1CCc2ccccc2C1,-14%[46.1 µM],7%,-1.2%,2%,-3%,3%,-1%
Cc1ccc(-c2nn3c(C)nnc3s2)cc1NC(=O)c1ccco1,-6%,-1%,-0.1%,0%[9.22 µM],.,5%,-1%
COC(=O)C(C(=O)OC)[C@@H]1O[C@@]23COC=C[C@]2(C)[C@H]3c2ccccc21,.,2%,1.1%,.,0%,-3%,.
O=C(CCCSc1nnc(Nc2ccccc2F)s1)N1CCOCC1,-6%,6%,-1.4%,-8%,-5%,-5%,-28%
COc1ccc(NC(=S)NCCSc2ccc(Cl)cc2)c(OC)c1,-22%[46.1 µM],25%,-2.2%,?,7%,-11%,?
CC(C)N1C(=O)/C(=C/c2nc3ccccc3c(=O)n2-c2ccccc2)c2ccccc21,10µM*,11%,-3.8%,?,1%,-12%,?
CCCCNc1nc(C)nc2c1nc(-c1ccccc1)n2CCCCN(CC)CC,.,15%,3.6%,.,0%,13%,.
Cc1ccc(N(CC(O)Cn2nc(C)cc2C)S(=O)(=O)c2ccc3ccccc3c2)cc1 (configuration not stated),-31%,14%,-0.9%,5%,-1%,?,-3%
Cc1ccc(NC(=O)CN2C(=O)N/C(=C/c3cc(C)n(-c4ccc(C(=O)O)cc4)c3C)C2=O)cc1,-16%,-7%,1.1%,-3%,0%,?,.
CN1CCN(S(=O)(=O)c2ccc(Cc3ccc(S(=O)(=O)N4CCN(C)CC4)cc3)cc2)CC1,-18%[46.1 µM],7%[38.3 µM],5.2%,-13%,-1%,4%,2%

# Going on with the list.
SMILES,NPSR antag,IMPase Li cell,Epigenetic reg,HttQ103 aggreg,Luc counter,CBFb RUNX1 block,L3MBTL1 inh
COC(=O)C1Cc2c([nH]c3ccccc23)C(C)N1 (configuration not stated),-1%[46.1 µM],1%,0.9%,?,0%,9%,-2%
Cc1cccc(N2C(=O)c3ccc(C(=O)Nc4c[nH]c(=O)[nH]c4=O)cc3C2=O)c1,15%,.,0.0%,-30%[9.22 µM],.,7%,.
COc1ccc(Nc2nc(NCCCN3CCOCC3)nc(N)c2[N+](=O)[O-])cc1,-28%,.,6.1%,2%[9.22 µM],.,0%,-7%
O=S(=O)(c1cccc(NC(=S)Nc2ccc(Br)cc2Cl)c1)N1CCOCC1,-6%[46.1 µM],8%[38.3 µM],-2.5%,15%,-5%,2%,6%
CCCCNC(=O)c1cc2cc(CC)ccc2[nH]1,7%,.,3.8%,-16%[9.22 µM],.,9%,.
CCCCCCNCC1OCc2ccccc2CO1,14%,2%,0.0%,-2%,0%,-1%,12%
Cc1ccc(S(C)(=O)=O)cc1S(=O)(=O)Nc1ccccc1,5%,-4%,-1.3%,7%,1%,0%,12%
CC(C)=C(NC(=O)c1ccccc1)C(=O)Nc1ccc(C(=O)O)cc1,1%,.,2.0%,-17%[9.22 µM],.,1%,4%
CC(=O)NC1C(=O)Nc2c(C)cc(C)cc21 (configuration not stated),-2%[46.1 µM],-4%[38.3 µM],1.0%,-3%,-1%,5%,1%
Cc1ccc2nc(C)cc(C(=O)OCC(=O)Nc3c(C)n(C)n(-c4ccccc4)c3=O)c2c1,8%,15%,0.9%,-3%,2%,1%,17%
Cc1[nH]c2ccc(OCc3ccccc3)cc2c1CCN1C(=O)OC(C)(C)C1(C)O (configuration not stated),-19%[46.1 µM],5%[38.3 µM],-0.2%,4%,2%,-15%,.
N/C(=N\OS(=O)(=O)c1ccccc1)c1ccncc1,4%[46.1 µM],3%[38.3 µM],0.0%,4%,-3%,-1%,6%
COc1cc(OC)c(CNC2CCCCCC2)cc1Br,-18%,18%,2.1%,10%,1%,1%,.
O=C(NCCN1CCN(Cc2ccccc2)CC1)C1CC(=O)N(C2CCCC2)C1 (configuration not stated),-6%[46.1 µM],4%[38.3 µM],-1.1%,14%,1%,2%,7%
CC/C(=N/Nc1ccccc1Cl)c1cnnc(-c2ccccc2)n1,-12%[46.1 µM],5%,-0.8%,8%,-5%,-2%,-13%
NC(=O)C[n+]1cccc(C(N)=O)c1,21%,2%,5.9%,-3%,-1%,4%,26%
CCC(C(=O)Nc1nc(C)c(C(=O)OC)s1)c1ccccc1 (configuration not stated),-49%,14%,-0.7%[10.1 µM],-7%[9.22 µM],0%,5%,1%

# These rows are one share of the data; count on the stated rates, not on these rows.
